Tau fluor counter: counter-screen for tau fibril formation inhibitors. tau K18 P301L Alexa594 fluorescence, heparin fibrillization. Potency, µM (doses to about 57.7 µM), without a hit: at the top dose activity change, negative = decrease. 280,000 tested, 0.93% active. AID 1463; also: % is scaled to controls: 0 for no effect and ±100 for the full control effect; nearly all actives have a fitted effect of over 55% in size
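Human tau K18 P301L (15 uM unlabeled, 0.24 uM Alexa 594-labeled) in 100 mM sodium acetate pH 7 with 20 uM heparin, 6 hr at 37 C. ThT 30 uM added, 1 hr ambient; Alexa 594 FP and total fluorescence read at 555/632 nm.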
HTT cytoprotect: cytoprotection in Huntington HTT-Q103 PC12 cell model | PC12 HTT-Q103 induced, cytoprotection, ATP luminescence, 40 h | Potency, µM (top dose mostly 56.4 µM), inactives show cytoprotection (ATP increase), most hits filed as activators | 230,000 tested, 0.14% active | AID 1471;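 also: % of control where 0% means no effect; nearly all actives have a fitted effect of over 45% in size; toxic huntingtin expression switched on by the ecdysone agonist tebufenozide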
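PC12 cells with ecdysone-inducible HTT exon 1 Q103-GFP, induced with 100 nM tebufenozide and co-treated with library compounds in a dose series (1536-well, 1500 cells/well). Cytoprotection read as ATP content by ATPlite luminescence.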
Tau fibril FP: tau fibrillization inhibition (FP). P10636. 280,000 tested, 0.39% active. AID 1468. Potency, µM (highest dose often 57.7 µM), for the others: top-dose activity, negative = inhibition, usual class: inhibitors. K18 P301L tau heparin fibrillization, Alexa594 FP, 6 h; also: % is scaled to controls: 0 for no effect and ±100 for the full control effect; nearly all actives have a fitted effect of over 55% in size
Target sequence (P10636 561-689 P618L limits assumed): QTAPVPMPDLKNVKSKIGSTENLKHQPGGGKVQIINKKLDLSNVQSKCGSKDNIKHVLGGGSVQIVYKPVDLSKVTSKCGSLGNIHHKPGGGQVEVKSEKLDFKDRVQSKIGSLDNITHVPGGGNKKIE
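Heparin (20 uM) drove fibril formation of recombinant tau K18 P301L, 15 uM unlabeled with 0.24 uM Alexa 594 label, for 6 hr at 37 C in 100 mM sodium acetate pH 7. Fluorescence polarization (555/632 nm) read 1 hr after 30 uM ThT.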
TR SRC2 fluor cs: counter-screen for TRb-SRC2 inhibitors: fluorescence interference; TRb/SRC2 Texas Red total fluorescence interference; Potency, µM (doses to about 106 µM), for inactives: at the top dose fluorescence change, negative = quenching; 280,000 tested, 0.29% active; active = well fitted curve in either direction with a large enough effect; inconclusive = small, poorly fitted or top-dose-only effect; also: % is scaled to controls: 0 for no effect and ±100 for the full control effect
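Human TRβ ligand-binding domain (0.6 uM) and Texas Red SRC2 peptide (20 nM) in Tris buffer with 1 uM T3 and 5% DMSO were incubated with pinned compound for 5 hr at ambient temperature. Total fluorescence was computed as S + 2P (555/632 nm).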
TRb-SRC2 inh: TRbeta-SRC2 interaction inhibition; P10828; 280,000 tested, 0.065% active; TRbeta-SRC2 peptide binding, fluorescence polarization; receptor liganded with 1 µM T3; Potency, µM (doses to about 106 µM), for inactives: at the highest dose activity change, negative = inhibition, actives largely listed as inhibitors;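 also: plate controls were bound peptide for no effect and peptide without receptor for full effect; nearly all actives have a fitted effect of over 50% in size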
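Read-out is fluorescence polarization (555 nm excitation, 632 nm emission) of a Texas Red SRC2 coactivator peptide; loss of signal reflects blocked binding to human TRb ligand-binding domain in the presence of 1 uM T3.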
Tau fibril ThT: inhibitors of human tau fibril formation, thioflavin T binding; P10636; AID 1460; recombinant tau K18 P301L, heparin-induced fibrillization, ThT fluorescence; Potency, µM (series often up to 57.4 µM), without a hit: at the highest dose activity, negative = inhibition, hits mostly inhibitors; 270,000 tested, 2.1% active; also: % is scaled to controls: 0 for no effect and ±100 for the full control effect; nearly all actives have a fitted effect of over 55% in size
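Using a mix of unlabeled (15 uM) and Alexa 594-labeled (0.24 uM) tau K18 P301L, heparin-triggered fibrillization over 6 hr at 37 C was scored by ThT fluorescence.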
RECQ1 helicase: inhibitors of human RECQ1 DNA helicase; P46063; RECQ1 DNA unwinding, red fluorescence kinetic read; Potency, µM (highest dose often 57.3 µM), for inactives: at the top dose activity, negative = inhibition, usual class: inhibitors; 240,000 tested, 0.54% active;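 also: plate controls were vehicle for no effect and no enzyme for full effect; nearly all actives have a fitted effect of over 30% in size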
Target sequence (P46063 whole entry, looked up): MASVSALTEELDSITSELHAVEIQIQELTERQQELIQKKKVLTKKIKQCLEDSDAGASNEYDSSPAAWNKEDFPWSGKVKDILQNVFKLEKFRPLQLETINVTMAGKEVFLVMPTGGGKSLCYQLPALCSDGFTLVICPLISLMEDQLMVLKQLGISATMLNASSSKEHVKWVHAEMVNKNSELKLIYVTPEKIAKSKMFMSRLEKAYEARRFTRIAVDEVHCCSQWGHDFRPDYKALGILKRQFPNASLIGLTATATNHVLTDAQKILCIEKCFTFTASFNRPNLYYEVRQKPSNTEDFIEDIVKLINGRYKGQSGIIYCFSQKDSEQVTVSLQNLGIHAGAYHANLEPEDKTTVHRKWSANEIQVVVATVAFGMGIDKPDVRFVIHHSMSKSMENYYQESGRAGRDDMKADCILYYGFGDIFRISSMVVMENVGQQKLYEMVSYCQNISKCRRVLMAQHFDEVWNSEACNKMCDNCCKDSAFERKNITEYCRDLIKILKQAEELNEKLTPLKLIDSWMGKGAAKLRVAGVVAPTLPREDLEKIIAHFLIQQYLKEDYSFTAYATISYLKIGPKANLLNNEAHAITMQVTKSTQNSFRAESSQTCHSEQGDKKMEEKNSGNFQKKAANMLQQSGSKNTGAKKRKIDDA
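50 nM RECQ1T1 preincubated 15 min with compound in Tris pH 8.0 buffer with MgCl2, DTT, Tween-20 and 2.5 ug/ml poly(dI-dC); started with 200 nM TAMRA/BHQ-2 forked duplex and 2 mM ATP. Unwinding read as fluorescence (525/598 nm), two reads 2 h apart.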
L3MBTL1 block: blocks human L3MBTL1 | AID 485360 | Potency, µM (top dose mostly 57.1 µM), for the others: at the top dose activity, negative = inhibition, hits mostly inhibitors | AlphaScreen L3MBTL1–H3K9me1 peptide binding | Q9Y468 | 230,000 tested, 0.66% active; also: % is scaled to controls: 0 for no effect and ±100 for the full control effect; nearly all actives have a fitted effect of over 60% in size
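L3MBTL1 (50 nM) pre-complexed 30 min with biotinylated H3(1-15)K9me1 peptide (75 nM), then compounds added for 30 min at room temperature; AlphaScreen streptavidin donor/nickel chelate acceptor beads (10 ug/mL final) read after 30 min dark incubation.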
* hit, by the source's call; i = inactive; ? = inconclusive; nt = not tested or not shown; [ ] = dose if it differs, or a comment. Unless noted, calls follow the shape of the dose curve; as a rule, active = well fitted curve in the direction sought with a large enough effect; inconclusive = small, poorly fitted or top-dose-only effect, or another doubt; inactive = no such curve, though single readings can be large; an effect the other way counts as inactive or inconclusive. Potency is read from the fitted curve at half-maximal effect. An excerpt; count on the stated rates, not on these rows.

Each structure is followed by: TR SRC2 fluor cs, TRb-SRC2 inh, HTT cytoprotect, Tau fibril FP, L3MBTL1 block, Tau fluor counter, RECQ1 helicase, Tau fibril ThT
- N#C/C(=C\c1c(N2CCOCC2)nc2ccccn2c1=O)C(=O)NC1CCS(=O)(=O)C1 (stereo unspecified)
→ -3%, 6%, 16%[10 µM], -2%, -10%, -13%, -12%, -10%
- COC(=O)Cn1cnc2c(nnn2-c2ccc(C)cc2)c1=O
→ 1%, 1%, 2%[10 µM], -3%, 4%, 3%, -2%, -2%
- CCCc1ccc(OC(C)C(=O)Nc2sc3c(c2C(=O)OC)CCCCC3)cc1 (stereo unspecified)
→ 3%, -4%, nt, -15%, nt, -9%, nt, ?
- CC(=O)Nc1cc(C(=O)N2CCc3ccccc3C2)ccc1Sc1ccc(Cl)cc1
→ 7%, -1%, -10%[10 µM], 12%, -14%, -4%, -8%, ?
- Clc1ncc(Cn2cccn2)s1
→ -3%, -2%, -26%, 0%, 0%[11.4 µM], -8%, i, -8%
- Cc1ccc(-c2nnc(N3CCOCC3)c3ccccc23)cc1S(=O)(=O)NCC1CCCO1 (stereo unspecified)
→ -1%, 7%, 1%, 4%, -3%, 1%, 13%, -6%
- CC12CCC(C(=O)N(NC(=O)c3ccccc3O)C1=O)C2(C)C (stereo unspecified)
→ 0%, -1%, 11%[10 µM], 0%, 1%, -17%, 40µM*, -13%
- Cc1cc(/C=C2/NC(=O)N(Cc3ccccc3F)C2=O)c(C)n1-c1ccccn1
→ 0%, 7%, nt, 7%, -8%, -13%, -9%, -10%
- COc1cc(OC)cc(-c2nc3nc(C)c(CCC(=O)Nc4ccc(Cl)cc4)c(C)n3n2)c1
→ -3%, 0%, nt, -12%, nt, ?, nt, -15%
- CN(C)c1cccc(C(=O)OCc2cc(=O)oc3cc(O)ccc23)c1
→ -15%, -14%, -3%, 4%, nt, ?, ?, ?
- CCn1c2ccc(F)cc2c2nnc(SCCN3CCCCC3)nc21
→ 1%, 3%, nt, -5%, nt, -13%, nt, -16%
- CN(Cc1ccco1)c1nc(-c2cccc(C#N)c2)nc2ccccc12
→ -3%, 8%, 4%, ?, nt, -24%, -7%, ?
- O=C(c1cccc2c1-c1ccccc1C2)N1CCCCC1
→ 0%, 0%, 9%[10 µM], 1%, 2%, -6%, -17%, -9%
- CCn1c(SCC(=O)c2c[nH]c3ccccc23)nc2cc(S(=O)(=O)N3CCOCC3)ccc21
→ 1%, 4%, -23%[10 µM], -11%, -5%, ?, -12%, ?
- COc1ccc(NC(=O)N2CCCn3nc(C)cc32)cc1OC
→ -7%, 5%, nt, 2%, nt, 2%, nt, -4%
- N#C/C(=N\Nc1ccccc1)C(=N)N1CCOCC1
→ 9%, -3%, -21%[10 µM], 9%, 5%, -4%, -1%, ?
- Cc1ccc(Cl)cc1NC(=O)c1cnc(N2CCCCC2)c2ccccc12
→ -1%, -3%, nt, -11%, nt, -18%, nt, -11%
- Cc1nnc(SCC(=O)N2CCN(c3ccccc3)CC2)n1-c1ccccc1
→ 1%, -5%, -9%, -4%, -6%, -4%, i, -10%
- CC(C)CCNc1nc2c(-c3ccccc3)nnn2c2ccccc12
→ 0%, -7%, nt, -2%, nt, -6%, nt, 10%
- COc1ccc2cc(C(c3nnnn3Cc3ccccc3)N3CCCCCC3)c(=O)[nH]c2c1 (stereo unspecified)
→ -1%, 9%, -28%[10 µM], -8%, -7%, -14%, -4%, ?
- S=C1c2ccccc2CN1c1ccccc1
→ -1%, -1%, nt, -3%, 13%, -3%, -1%, -10%
- CCn1nc(C)cc1C(=O)Sc1cccc(Cl)c1
→ 0%, -4%, -6%[10 µM], 8%, nt, -3%, -3%, nt
- Cc1cc2c(cc1S(=O)(=O)NCc1ccc(N(C)C)cc1)OCC(=O)N2
→ ?, 0%, nt, 1%, -4%, -21%, nt, -11%
- Cc1ccc(NC(=O)CCSc2nnc(-c3ccco3)o2)cc1
→ -6%, -6%, -21%, -3%, nt, -13%, -15%, ?
- C/C(=N/OCO/N=C(/C)c1ccc(F)cc1)c1ccc(F)cc1
→ -2%, 10%, -10%[10 µM], 7%, 8%, 4%, 5%, 7%
- COc1cccc(NC(=O)CSc2nnc(-c3cccs3)n2C)c1
→ 0%, -6%, 19%[10 µM], -7%, 2%, 4%, i, -1%
- CCOC(=O)c1c(S(=O)(=O)N2CCCC(C(=O)Nc3cccc(C)n3)C2)c(C)n(C)c1C (stereo unspecified)
→ -3%, -9%, nt, -6%, nt, -11%, nt, -3%
- O=C(Cn1cnc2c(nnn2Cc2ccc(F)cc2)c1=O)Nc1ccccc1
→ 1%, 3%, -8%[10 µM], 0%[0.0958 µM], nt, 7%[0.0958 µM], -6%, nt
- C=CCNC(=S)NNC(=O)c1cc(C)nc2ccccc12
→ -4%, -5%, nt, -3%, 0%, -5%, -4%, -9%
- N#C/C(=C\c1ccc(-c2ccc(Cl)c(C(=O)O)c2)o1)c1nc2ccccc2[nH]1
→ -18%, -3%, nt, -13%, -28%, ?, nt, ?

Taken from above:
CN(C)c1cccc(C(=O)OCc2cc(=O)oc3cc(O)ccc23)c1 in TRb-SRC2 inh is entered as -14%
CCn1c(SCC(=O)c2c[nH]c3ccccc23)nc2cc(S(=O)(=O)N3CCOCC3)ccc21 in HTT cytoprotect is entered as -23%[10 µM]

(next part)
Each structure is followed by: TR SRC2 fluor cs, TRb-SRC2 inh, HTT cytoprotect, Tau fibril FP, L3MBTL1 block, Tau fluor counter, RECQ1 helicase, Tau fibril ThT
- CCNC(=O)c1ccccc1-c1nc(-c2ccccc2)no1
→ 0%, -7%, -4%[10 µM], -5%, -9%, -13%, 1%, -13%
- Cc1ccc(-c2nc3ccccc3s2)cc1NC(=O)c1ccc2c(c1)OCO2
→ 2%, -5%, -32%, -13%, 8%, -28%, 16%, -17%
- O=C(CCCc1nc(-c2ccc(Cl)cc2)no1)NCc1ccco1
→ 2%, 4%, nt, -12%, nt, -5%, nt, 3%
- O=C(COC(=O)Cc1ccccc1F)Nc1ccc2c(c1)OCO2
→ 0%, -3%, 13%, 6%, -24%, -11%, 2%, -9%
- Cn1c(=O)n(C)c2cc(CNCc3ccc(C(=O)O)cc3)ccc21
→ -7%, -2%, nt, 4%, nt, 3%, nt, -3%
- O=C(Nc1ccc(Cl)cc1)N1CCSC1=NCc1ccccc1
→ -9%, -3%, 6%[10 µM], 6%, -3%, -11%, 1%, 3%
- CC1=C(C(=O)OCC2CCCO2)C(c2coc3ccc(C)cc3c2=O)C2=C(CCCC2=O)N1 (stereo unspecified)
→ -2%, -4%, ?, -2%, nt, -13%, -11%, -7%
- CC1(C)Cc2c(c(N3CCOCC3)nc3sc(-c4ccc(C(=O)O)o4)c(N)c23)CO1
→ -8%, 0%, -15%[10 µM], 9%, ?, -4%, i, -2%
- Cc1ccc(S(=O)(=O)N(C)C)cc1NC(=O)c1sccc1Cl
→ -3%, 7%, 5%[10 µM], -8%, -3%, -15%, -11%, -8%
- Cc1ccc(C)c(Cn2c(=O)n(CCCC(=O)NCCc3ccc(Cl)cc3)c(=O)c3ccccc32)c1
→ 5%, 8%, nt, -2%, nt, 9%, nt, 9%
- Cc1cc(C)n(Cc2ccc(NC(=O)c3c([N+](=O)[O-])c(C)nn3C)cc2)n1
→ -2%, -17%, 4%, -3%, nt, -8%, i, -6%
- C#CCOc1c(Cl)cc(/C=N/NC(N)=S)cc1OCC
→ 3%, -5%, nt, -8%, 0%, -12%, -3%, -10%
- Cc1cc([N+](=O)[O-])cnc1NC(C)c1ccccc1 (stereo unspecified)
→ -11%, -3%, -23%, -8%, 23%, -10%, 11%, 0%
- O=C(Nc1ccc(C(F)(F)F)cc1)C1CCC(CNS(=O)(=O)c2cccc3nsnc23)CC1 (stereo unspecified)
→ -3%, 0%, nt, ?, nt, -25%, nt, -4%
- Cc1cc2oc(C(=O)Nc3sc4c(c3C(=O)NCC3CCCO3)CCCC4)cc(=O)c2cc1C (stereo unspecified)
→ ?, -2%, nt, -11%, nt, ?, nt, ?
- NS(=O)(=O)c1cccc(NS(=O)(=O)c2ccc(/C=C/C(=O)OCC(=O)c3ccccc3)cc2)c1
→ -5%, 3%, nt, -17%, -7%, -25%, -15%, -15%
- COc1ccc(N2CCN(C(=O)c3c(-c4ccccc4)noc3C)CC2)cc1
→ 3%, 9%, -5%, 8%, 26%, -6%, i, -4%
- CC(C)C(=O)NC(Nc1ccccc1F)C(Cl)(Cl)Cl (stereo unspecified)
→ -3%, -9%, 11%, -13%, 4%, -4%, -1%, -7%
- O=C(c1ccc2c(c1)OCCO2)N1CCN(Cc2ccccc2)CC1
→ 0%, -5%, 2%, 5%, -5%, 1%, -2%, -1%
- CC(C)[C@H](NC(=O)C1CCCC1)c1nc2ccccc2[nH]1
→ 0%, -1%, -41%, -3%, 2%, 0%, -12%, -1%
- COc1ccc(C2OCC3(CO2)SC(=O)NC3=O)cc1OC (stereo unspecified)
→ -1%, 2%, -36%[inhibitor], -5%, nt, -8%, -6%, -3%

Whole records, quoted from the list:
O=C(CCCc1nc(-c2ccc(Cl)cc2)no1)NCc1ccco1 across the screens: TR SRC2 fluor cs: 2%; TRb-SRC2 inh: 4%; HTT cytoprotect: nt; Tau fibril FP: -12%; L3MBTL1 block: nt; Tau fluor counter: -5%; RECQ1 helicase: nt; Tau fibril ThT: 3%
Cn1c(=O)n(C)c2cc(CNCc3ccc(C(=O)O)cc3)ccc21 across the screens: TR SRC2 fluor cs: -7%; TRb-SRC2 inh: -2%; HTT cytoprotect: nt; Tau fibril FP: 4%; L3MBTL1 block: nt; Tau fluor counter: 3%; RECQ1 helicase: nt; Tau fibril ThT: -3%
C/C(=N/OCO/N=C(/C)c1ccc(F)cc1)c1ccc(F)cc1 across the screens: TR SRC2 fluor cs: -2%; TRb-SRC2 inh: 10%; HTT cytoprotect: -10%[10 µM]; Tau fibril FP: 7%; L3MBTL1 block: 8%; Tau fluor counter: 4%; RECQ1 helicase: 5%; Tau fibril ThT: 7%

Compound activity (PubChem BioAssay)
